# APOBEC3G inh – inhibitors of human APOBEC3G DNA deaminase | Q9HC16 | AID 493012 | inhibition, % at 20 µM | recombinant A3G, ssDNA deamination FAM/TAMRA fluorescence | 330,000 compounds, 0.28% hits;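 active = inhibition of at least 40% at 20 µM, with no more than 30% in the related APOBEC3A deaminase screen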;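 note: plate controls were DMSO wells with A3G for no effect and wells lacking A3G enzyme for full effect; some compounds called inactive have numbers as strong as hits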
# hIAP activ – increases human intestinal alkaline phosphatase activity; P09923; purified human IAP, CDP-Star luminescence, 30 min; stronger effect = higher value; 1 = vehicle-only enzyme, 0 = enzyme-free background; activation factor at 10 µM; 330,000 compounds, 0.16% hits; AID 2524;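 active = activation factor of the enzyme at least 2-fold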; note: the source names both 10 and 20 µM as test concentration; values of inactives mirror those of a sister screen read the other way
# Target sequence (P09923 whole entry, looked up): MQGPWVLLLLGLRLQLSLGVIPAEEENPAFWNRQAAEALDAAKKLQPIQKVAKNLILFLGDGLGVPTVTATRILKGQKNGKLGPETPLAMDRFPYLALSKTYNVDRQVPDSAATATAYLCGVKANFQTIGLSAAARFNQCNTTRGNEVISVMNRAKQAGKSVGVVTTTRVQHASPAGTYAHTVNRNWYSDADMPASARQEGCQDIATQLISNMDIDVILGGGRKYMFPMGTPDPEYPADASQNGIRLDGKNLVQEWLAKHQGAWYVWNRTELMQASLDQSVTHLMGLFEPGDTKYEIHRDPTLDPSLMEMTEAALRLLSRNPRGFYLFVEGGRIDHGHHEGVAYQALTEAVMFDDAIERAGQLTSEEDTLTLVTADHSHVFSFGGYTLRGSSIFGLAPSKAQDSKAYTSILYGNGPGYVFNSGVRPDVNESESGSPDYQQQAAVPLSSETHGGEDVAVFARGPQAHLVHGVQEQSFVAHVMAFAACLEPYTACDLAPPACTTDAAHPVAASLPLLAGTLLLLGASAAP
# APOBEC3A inh – blocks human APOBEC3A ssDNA deamination; recombinant A3A, FAM/TAMRA ssDNA deamination fluorescence; inhibition, % at 20 µM; 330,000 compounds, 0.41% hits; P31941;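 active = at least 40% inhibition at 20 µM here, with at most 30% in a related deaminase screen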;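 note: plate controls were A3A with DMSO for no effect and wells lacking A3A enzyme for full effect; some results filed as inactive read as strong as hits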
# Target sequence (P31941 whole entry, looked up): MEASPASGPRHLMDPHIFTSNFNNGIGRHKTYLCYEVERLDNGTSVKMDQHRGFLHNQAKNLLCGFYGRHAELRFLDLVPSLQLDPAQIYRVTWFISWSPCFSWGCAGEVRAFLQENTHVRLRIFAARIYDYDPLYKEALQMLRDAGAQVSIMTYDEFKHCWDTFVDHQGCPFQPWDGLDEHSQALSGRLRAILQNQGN
# MPTP inh – inhibitors of mitochondrial permeability transition pore; isolated mouse mitochondria, Ca2+ swelling absorbance, 30 min; inhibition, % at 10 µM; 360,000 compounds, 1.4% hits; AID 602449;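 active = inhibition of 50% or more, scaled per plate between neutral and stimulator controls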;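 note: 0% = DMSO wells given calcium and 100% = 1 mM EGTA wells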
# hIAP block – blocks human intestinal alkaline phosphatase | 330,000 compounds, 0.12% hits | purified IAP, CDP-Star luminescence, 30 min | inhibition, % at 10 µM | AID 2544;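 active = inhibition reaching a set limit with compound at 10 µM in the primary screen, cut at about 35% in these data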;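 note: plate controls were DMSO wells with enzyme for no effect and no-enzyme buffer wells for full effect; values of inactives mirror those of a sister screen read the other way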
# mIAP block – mouse IAP inhibition. purified mouse IAP, CDP-Star luminescence, 30 min. inhibition, % at 10 µM. 330,000 compounds, 0.2% hits. AID 2806;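 active = inhibition of at least 40% at 10 µM in the primary screen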;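 note: plate controls were DMSO with enzyme for no effect and no enzyme wells for full effect; values of inactives mirror those of a sister screen read the other way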
# mIAP act – increases mouse intestinal alkaline phosphatase activity; 330,000 compounds, 0.24% hits; AID 2805; muIAP, CDP-Star luminescence, 30 min; stronger effect = higher value; 1 = vehicle-only enzyme signal, 0 = enzyme-free wells; activation factor at 10 µM;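 active = activation factor of at least 2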; note: the source names both 10 and 20 µM as test concentration; values of inactives mirror those of a sister screen read the other way
#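 System: Mouse IAP enzyme | Also added: CDP-Star substrate | Dosing: Compounds dispensed in DMSO | Schedule: 30 min enzyme-substrate-compound incubation at room temperature | Technique: Chemiluminescence readout | Control set: DMSO-only wells and no-enzyme negative control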
# beta cell repl – MIN6 beta-cell proliferation induction; MIN6 cells proliferation, ATPlite luminescence, 48 h; cells starved in 0.2% serum; 100% = growth in 10% serum; proliferation, % at 10 µM; 330,000 compounds, 0.29% hits;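 active = compounds whose signal lies at least 3.5 SD above the mean of all wells on their plate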;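 note: 0% = DMSO-treated cells in low-serum medium and 100% = 10% serum control; some compounds called inactive have numbers as strong as hits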
# ATG4B inh – ATG4B (human) cysteine protease inhibition. 340,000 compounds, 0.51% hits. ATG4B cleavage of LC3-PLA2, NBD-HPC fluorescence, 1 h. inhibition, % at 8.33 µM. AID 504462; in the data active = inhibition above about 40%
# Target sequence (Q9Y4P1 whole entry, looked up): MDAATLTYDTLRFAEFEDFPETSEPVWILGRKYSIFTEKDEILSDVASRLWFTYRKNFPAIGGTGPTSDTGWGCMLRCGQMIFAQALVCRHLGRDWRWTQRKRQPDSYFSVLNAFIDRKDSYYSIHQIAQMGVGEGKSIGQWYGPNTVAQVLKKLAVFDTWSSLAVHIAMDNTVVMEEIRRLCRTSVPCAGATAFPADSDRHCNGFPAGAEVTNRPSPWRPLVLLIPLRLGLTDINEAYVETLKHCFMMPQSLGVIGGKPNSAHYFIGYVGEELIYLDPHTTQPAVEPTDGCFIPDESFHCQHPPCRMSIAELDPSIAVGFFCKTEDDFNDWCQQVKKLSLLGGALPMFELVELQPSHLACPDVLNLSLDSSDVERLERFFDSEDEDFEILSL
# An asterisk follows results filed as active; . = not tested or not shown.
# Letters – A = APOBEC3G inh; B = hIAP activ; C = APOBEC3A inh; D = MPTP inh; E = hIAP block; F = mIAP block; G = mIAP act; H = beta cell repl; I = ATG4B inh
compound: COC(=O)C1=NN(c2ccccc2OC)C2C(=O)N(c3ccccc3OC)C(=O)C12 (stereo not drawn)
  A = -3; B = 0.92; C = 2; D = -0.7; E = 8; F = -8; G = 1.1; H = 0; I = -1
compound: Cc1ccc(-n2c(C)nnc2SC(C)C(=O)N2CCCC2)cc1 (stereo not drawn)
  A = -5; B = 0.97; C = -1; D = 0.0; E = 3; F = 7; G = 0.93; H = 0; I = -1
compound: Cc1c(C)[n+](=O)c2c(n1[O-])CCCCC2
  A = -1; B = 1.1; C = 2; D = -2.0; E = -11; F = -1; G = 1; H = 0; I = -7
compound: COc1ccccc1-n1cnc2cc(NC(C)=O)ccc21
  A = -4; B = 0.93; C = -3; D = -1.9; E = 8; F = -8; G = 1.1; H = 1; I = -8
compound: CCOc1ccc(C(=O)NCC(=O)OC(C)C(=O)NCc2ccco2)cc1OCC (stereo not drawn)
  A = -4; B = 0.91; C = 7; D = -3.0; E = 9; F = 4; G = 0.96; H = 3; I = 2
compound: CCOCCCn1c(=NC(=O)c2ccco2)c(C(=O)OCC)cc2c(=O)n3cccc(C)c3nc21
  A = -5; B = 0.84; C = 0; D = 3.5; E = 16; F = 8; G = 0.92; H = 4; I = -3
compound: COc1ccc(CNC(=O)NC2CCCCC2)cc1
  A = 8; B = 1.2; C = 2; D = -0.5; E = -22; F = 10; G = 0.91; H = -2; I = 4
compound: COc1ccc(C2=NCN(c3ccc(C)cc3)C(=S)N2)cc1
  A = -7; B = 0.9; C = -1; D = -5.6; E = 10; F = 12; G = 0.88; H = 0; I = -6
compound: O=C(O)/C=C\C(=O)Nc1ccc(Oc2ccc(Br)cc2)cc1
  A = -3; B = 1; C = -3; D = -0.4; E = -4; F = 1; G = 0.99; H = -4; I = 10
compound: S=c1[nH]c(-c2ccccc2)cn1-c1ccccc1
  A = -5; B = 1.1; C = -5; D = 0.4; E = -9; F = 2; G = 0.98; H = -2; I = 1
compound: Cc1ccc(C)c(-n2cc(CN3CCCN(C=O)CC3)c(-c3ccccc3)n2)c1
  A = 0; B = 0.98; C = 0; D = 1.0; E = 2; F = -3; G = 1; H = -2; I = 0
compound: Cc1nc2scc(-c3cccs3)c2c(=O)o1
  A = -5; B = 1.1; C = -2; D = -1.6; E = -8; F = 6; G = 0.94; H = -1; I = -1
compound: O=C(CC(C(=O)O)C1CCCO1)NCCc1ccc2c(c1)OCO2 (stereo not drawn)
  A = -4; B = 0.96; C = 0; D = -0.8; E = 4; F = 13; G = 0.87; H = 0; I = -1
compound: CCCOC(=O)/C(C)=N\NC(=O)c1ccco1
  A = -3; B = 1.7; C = 4; D = -5.7; E = -68; F = 1; G = 0.99; H = 0; I = -9
compound: COc1ccc(N2C(=O)c3ccccc3NC2c2ccc(OC)c(Cn3cc([N+](=O)[O-])cn3)c2)cc1 (stereo not drawn)
  A = 0; B = 0.99; C = 5; D = 1.0; E = 1; F = 1; G = 0.99; H = -2; I = 7
compound: C=C1SC(=Nc2ccccc2Cl)N(C(=O)c2sc3ccccc3c2Cl)C1(C)C
  A = -8; B = 0.84; C = -3; D = 0.8; E = 16; F = 4; G = 0.96; H = -5; I = 0
compound: COc1ccc(CNC(=O)C2CCN(S(=O)(=O)c3ccc4c(c3)CC(C)N4C(C)=O)CC2)cc1 (stereo not drawn)
  A = -7; B = 1.3; C = -5; D = 1.6; E = -31; F = 3; G = 0.97; H = -2; I = -1
compound: O=C(CCC(=O)Nc1ccccc1Cl)NNS(=O)(=O)c1ccc(Cl)cc1
  A = 5; B = 0.91; C = 2; D = -1.9; E = 9; F = 5; G = 0.95; H = 0; I = -6
compound: Cc1ccc2cc3c(NC(=O)c4ccco4)nn(CC(C)C)c3nc2c1
  A = -4; B = 1.2; C = -2; D = -4.2; E = -23; F = -18; G = 1.2; H = 0; I = 3
compound: CCCCN(C)C(=O)CCCc1c[nH]c2ccccc12
  A = -3; B = 0.99; C = -3; D = -0.1; E = 1; F = -19; G = 1.2; H = -1; I = -5
compound: CCN(CC)C(=O)CSc1nc2cc3c(cc2c(=O)n1CCCC(=O)NCCc1ccc(OC)c(OC)c1)OCO3
  A = -6; B = 1.1; C = -3; D = 0.6; E = -7; F = 2; G = 0.98; H = 1; I = 0
compound: CCOC(=O)N1CCN(C(=O)c2cn(CC)c3ccc(S(=O)(=O)N4CCCCC4)cc3c2=O)CC1
  A = -4; B = 0.98; C = -3; D = 0.6; E = 2; F = -20; G = 1.2; H = 0; I = -5
compound: CSc1cccc(N=C2C(=O)Nc3ccccc32)c1
  A = -4; B = 0.96; C = -3; D = -0.3; E = 4; F = 0; G = 1; H = -2; I = 6
compound: CCc1ccc(C(=O)COC(=O)c2cccs2)cc1
  A = -2; B = 0.9; C = 6; D = 0.5; E = 10; F = 1; G = 0.99; H = -1; I = 7
compound: Cc1cc(NC(=O)CCC(=O)N(CCc2ccccc2)C(C(=O)NC2CCCC2)c2ccco2)no1 (stereo not drawn)
  A = -5; B = 0.97; C = -3; D = -1.2; E = 3; F = -9; G = 1.1; H = 0; I = -10

# The list goes on; the last four above are carried over.
# Letters – A = APOBEC3G inh; B = hIAP activ; C = APOBEC3A inh; D = MPTP inh; E = hIAP block; F = mIAP block; G = mIAP act; H = beta cell repl; I = ATG4B inh
compound: CCOC(=O)N1CCN(C(=O)c2cn(CC)c3ccc(S(=O)(=O)N4CCCCC4)cc3c2=O)CC1
  A = -4; B = 0.98; C = -3; D = 0.6; E = 2; F = -20; G = 1.2; H = 0; I = -5
compound: CSc1cccc(N=C2C(=O)Nc3ccccc32)c1
  A = -4; B = 0.96; C = -3; D = -0.3; E = 4; F = 0; G = 1; H = -2; I = 6
compound: CCc1ccc(C(=O)COC(=O)c2cccs2)cc1
  A = -2; B = 0.9; C = 6; D = 0.5; E = 10; F = 1; G = 0.99; H = -1; I = 7
compound: Cc1cc(NC(=O)CCC(=O)N(CCc2ccccc2)C(C(=O)NC2CCCC2)c2ccco2)no1 (stereo not drawn)
  A = -5; B = 0.97; C = -3; D = -1.2; E = 3; F = -9; G = 1.1; H = 0; I = -10
compound: Cc1ccccc1NC(=O)C1c2ccccc2Oc2ccccc21
  A = -7; B = 1.3; C = -2; D = 2.4; E = -26; F = 3; G = 0.97; H = -2; I = -1
compound: Cc1ccc(OCC(=O)N2CCN(S(=O)(=O)c3ccccc3[N+](=O)[O-])CC2)cc1
  A = -9; B = 0.88; C = -5; D = -2.1; E = 12; F = 8; G = 0.92; H = -1; I = -11
compound: Oc1[nH]c2ccccc2c1/C=N/N1CCCCC1
  A = -8; B = 1.1; C = -2; D = -1.1; E = -13; F = 3; G = 0.97; H = 1; I = -3
compound: CCCC(=O)Nc1nnc(SCC(=O)Nc2ccc3c(c2)OCCO3)s1
  A = -2; B = 1.1; C = -1; D = -1.4; E = -8; F = -12; G = 1.1; H = -5; I = -9
compound: Cc1ccc(S(=O)(=O)NCc2ccc(C(=O)NC3CCC(O)CC3)cc2)cc1C (stereo not drawn)
  A = -5; B = 0.82; C = -2; D = 0.4; E = 18; F = -9; G = 1.1; H = 1; I = 1
compound: CC(=O)N/C(=C\c1ccc(F)cc1)C(=O)OCc1ccccc1
  A = -4; B = 1; C = 1; D = -0.4; E = 0; F = 2; G = 0.97; H = 1; I = 0
compound: COc1ccc(NC2C=CS(=O)(=O)C2)cc1 (stereo not drawn)
  A = -5; B = 1.2; C = -1; D = 0.9; E = -16; F = 13; G = 0.87; H = 2; I = 0
compound: CCn1c(=O)c(-c2nc3ccccc3[nH]2)c(O)c2ccccc21
  A = -7; B = 1.4; C = 11; D = .; E = -38; F = 3; G = 0.97; H = -4; I = -5
compound: CNC(=O)c1[nH]cnc1C(=O)Nc1ccc(F)cc1
  A = -6; B = 1.4; C = -2; D = 0.0; E = -43; F = 18; G = 0.81; H = -4; I = 0
compound: COc1cc(NC(=O)CCc2nnc3ccc(N4CCN(C)CC4)nn23)cc(OC)c1
  A = 1; B = 1.2; C = -1; D = -2.2; E = -19; F = 7; G = 0.93; H = -4; I = 3
compound: COc1cccc2c1OC1(CCN(C(C)C)CC1)N1N=C(c3cccnc3)CC21 (stereo not drawn)
  A = -4; B = 1.1; C = -3; D = 1.5; E = -10; F = 0; G = 1; H = 4; I = -5
compound: O=C(Nc1cc(Cl)ccc1Oc1ccccc1)c1ccccc1F
  A = -3; B = 0.94; C = -1; D = 5.5; E = 6; F = 8; G = 0.92; H = 0; I = 8
compound: COc1cc(S(=O)(=O)n2cnc(C)c2)ccc1Cl
  A = 6; B = 0.96; C = 8; D = 0.5; E = 4; F = -2; G = 1; H = -3; I = -11
compound: COc1ccc(C(=O)C[n+]2cccc(C(N)=O)c2)cc1
  A = -8; B = 0.99; C = -6; D = -0.4; E = 1; F = 8; G = 0.92; H = 0; I = 4
compound: Clc1ccc(Nc2nc3ccccc3n3nnnc23)cc1
  A = 2; B = 0.92; C = 4; D = 4.2; E = 8; F = -9; G = 1.1; H = 1; I = -7
compound: CCn1c(SC(C)C(=O)NC2CCCc3ccccc32)nnc1-c1cccs1 (stereo not drawn)
  A = -5; B = 1; C = -1; D = 3.2; E = -2; F = -1; G = 1; H = -3; I = -4
compound: COc1ccc(CCC(=O)OCC(=O)N(CC(C)C)c2c(N)n(Cc3ccccc3)c(=O)[nH]c2=O)cc1
  A = -3; B = 1.1; C = 4; D = 0.8; E = -9; F = -7; G = 1.1; H = 1; I = 2
compound: COc1cc(NC(=O)CSc2nc3ccccc3n2-c2ccccc2)c(C)cc1[N+](=O)[O-]
  A = -13; B = 0.93; C = 1; D = 1.5; E = 7; F = 1; G = 0.99; H = -2; I = -1
compound: COc1ccccc1N1CCN(C(=O)CSc2nc(-c3ccco3)cc(C(F)(F)F)n2)CC1
  A = -5; B = 0.97; C = 0; D = 1.1; E = 3; F = 8; G = 0.92; H = -2; I = 12
compound: COc1cc(C2=NOC(C(=O)N3CCCc4ccccc43)C2)cc(OC)c1OC (stereo not drawn)
  A = -6; B = 1.1; C = -3; D = -3.2; E = -8; F = 5; G = 0.95; H = 2; I = -7
compound: CCCCN(C)C(=O)c1c[nH]c2ccc(S(=O)(=O)N3CCOCC3)cc2c1=O
  A = -9; B = 0.86; C = -3; D = -2.5; E = 14; F = 23; G = 0.77; H = 0; I = -16
compound: CC1CCC(C(=O)NNC(=O)c2cc(-c3ccco3)[nH]n2)CC1 (stereo not drawn)
  A = -4; B = 1.7; C = 2; D = 0.1; E = -72; F = 29; G = 0.71; H = -1; I = -8
compound: COc1ccc(F)cc1C(=O)C1CCCN(C(=O)c2ccccc2N(C)C)C1 (stereo not drawn)
  A = 9; B = 0.94; C = 0; D = -0.8; E = 6; F = 9; G = 0.91; H = -2; I = 2

# An excerpt from above, reduced to ATG4B inh.
canonical_smiles	ATG4B inh
CCn1c(SC(C)C(=O)NC2CCCc3ccccc32)nnc1-c1cccs1 (stereo not drawn)	-4
COc1ccc(CCC(=O)OCC(=O)N(CC(C)C)c2c(N)n(Cc3ccccc3)c(=O)[nH]c2=O)cc1	2
COc1cc(NC(=O)CSc2nc3ccccc3n2-c2ccccc2)c(C)cc1[N+](=O)[O-]	-1
COc1ccccc1N1CCN(C(=O)CSc2nc(-c3ccco3)cc(C(F)(F)F)n2)CC1	12

# Some values from above.
# Under MPTP inh, Cc1ccc(S(=O)(=O)NCc2ccc(C(=O)NC3CCC(O)CC3)cc2)cc1C (stereo not drawn) shows 0.4
# Under beta cell repl, CCOc1ccc(C(=O)NCC(=O)OC(C)C(=O)NCc2ccco2)cc1OCC (stereo not drawn) shows 3

# Random draw from the library; about 3.3% have a hit in one of these screens.
